# Hep lipid drop = modulators of hepatic lipid droplet formation; AML12 mouse hepatocytes, oleate lipid droplets, BODIPY imaging; inhibition, % at 6.5 µM; 240,000 compounds, 0.4% hits; AID 1656;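 active = lipid droplet intensity inhibited by at least 50%, with more than 500 cells counted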
#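 Test system: AML12 mouse liver cells; schedule: overnight exposure; technique: high-content imaging of BODIPY-stained droplets and DAPI nuclei; read-out: % inhibition of corrected integrated BODIPY droplet signal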
# CSM14.1 death rescue = protection against thapsigargin-triggered cell killing – 384-well, CSM14.1, ATP luminescence, primary screen (AID 1222); CSM14.1 thapsigargin-induced death rescue, ATP luminescence; higher % means a stronger effect; one-dose cellular ATP content (survival), % at 20 µM; EC50 in µM for titrated hits; 190,000 tested, under 10 active;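 active = EC50 below 50 µM in the dose-response confirmation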;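 also: death triggered by thapsigargin at about 15 µM added after 2 h compound pretreatment; cell ATP read after overnight thapsigargin exposure of roughly 18 to 22 hours; normalized against plate controls of thapsigargin alone and 5% DMSO vehicle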
# XIAP antagonists = small molecules displacing peptide from XIAP – biochemical, IAP family, fluorescence polarization (AID 1018); 200,000 compounds, 0.007% hits; displacement, % at 20 µM, or IC50 in µM where a hit was titrated; XIAP BIR domain, fluorescence polarization peptide displacement; higher % means a stronger effect; in the data active = displacement above about 50%; also: a part of the inactive calls stands beside numbers as strong as those of hits
# NOD2 inhibition = NOD2 signaling inhibitors, cell-based, luminescence, uHTS, HEK293 (AID 1566); 290,000 compounds, 0.63% hits; HEK293 NOD2/NF-kB luciferase reporter, luminescence; higher % means a stronger effect; inhibition, % at 4 µM, or EC50 in µM where a hit was titrated; also: many of its hits are not listed in these tables
# AID2073 = inhibitors of Mint1-CaV2.2 protein interaction, biochemical, HTRF (AID 2073); HTRF protein-protein interaction, Mint1-CaV2.2; higher % means a stronger effect; inhibition, % at 20 µM, or IC50 in µM where a hit was titrated; 290,000 compounds, 0.19% hits; in the data active = inhibition mostly above about 51%, no sharp cut-off; also: some results filed as inactive read as strong as hits
# P. falciparum M17LAP = P. falciparum M17LAP inhibitors, primary screen, biochemical, fluorogenic H-Leu-NHMec substrate, 1536-well (AID 1619). recombinant M17LAP, H-Leu-NHMec fluorogenic kinetic assay; higher % means a stronger effect. inhibition, % at 30 µM; hits with a dose series show IC50 in µM. 220,000 compounds, 0.38% hits;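 active = compound inhibiting the enzyme by more than half at any dose during confirmatory dose-response retesting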;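 also: plate controls were full reaction with DMSO carrier for no effect and no enzyme background for full effect; strong numbers were not always called active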
# SIAH1 antagonists = blockers of Siah-1 interaction with plectin peptide – biochemical, fluorescence polarization, rhodamine-plectin, uHTS, primary screen (AID 1817); Siah-1 / rhodamine-plectin peptide fluorescence polarization; higher % means a stronger effect; 290,000 compounds, 0.02% hits; one-dose displacement, % at 20 µM; IC50 in µM for titrated hits;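 active = displacement of at least 50% at 20 µM, with a fluorescence ratio check between 0.3 and a set limit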;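 also: plate controls were Siah plus tracer with DMSO for no effect and tracer alone without Siah for full effect; strong numbers were not always called active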
# LYP inhibition = inhibitors of LYP phosphatase, biochemical, fluorescence intensity, uHTS (AID 1779). recombinant LYP phosphatase, fluorescence intensity; higher % means a stronger effect. 290,000 compounds, 0.054% hits. one-dose inhibition, % at 11.5 µM; IC50 in µM for titrated hits;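 also: plate controls were vehicle with enzyme for no effect and no enzyme for full effect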
# M1AAP inhibition = P. falciparum M1AAP inhibitors, biochemical, fluorogenic H-Leu-NHMec substrate, 1536-well (AID 1445). recombinant M1AAP, H-Leu-NHMec fluorogenic kinetic assay; higher % means a stronger effect. inhibition, % at 30 µM; hits with a dose series show IC50 in µM. 220,000 compounds, 0.42% hits;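 active = primary inhibition above the hit cutoff, then over 50% inhibition at one or more dose response concentrations, cut at about 23% in these data, passing the limit was not always enough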;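 also: plate controls were DMSO full reaction for no effect and no enzyme background for full effect; strong numbers were not always called active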
# Hep lipid drop cells 6.5 µM = second read-out of Hep lipid drop, no call of its own (marks repeat the call); cell count; measured here: cell count, cytotoxicity flag;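 cells counted across two imaged fields per well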
# Active calls of the source: *; nt = not tested or not shown; & = joins results of further samples. Rule as the data show it, unless noted: active = inhibition above about 50%; inactive = the rest. This is a subset; the hit share may differ from the screen's.
1. COc1ccc(CCNCc2sccc2C)cc1
2. COc1ccc(-c2cc(=NCCCCCC(=O)O)c3cc(C)ccc3o2)cc1
3. CCN1CCN(C(=O)COc2ccc(S(=O)(=O)N3CCOCC3)cc2C)CC1
4. CCOC(=O)CC(NC(=O)C(Cc1ccc(N(CCCl)CCCl)cc1)NC(C)=O)C(=O)OCC (stereo not drawn)
5. Fc1ccc(Cn2nnnc2CN2CCC(n3nnc4cc(C(F)(F)F)ccc43)CC2)cc1
6. CN(C)/C=C1/C(=O)NC(=O)N(CCNc2ncc(C(F)(F)F)cc2Cl)C1=O
7. OC1CCCCC1N1CCC(c2ccccc2)CC1 (stereo not drawn)
8. CN1/C(=C\C=Nc2ccccc2)C(C)(C)c2ccccc21
9. CCN(CC)CCCN=C(C)c1c(O)n(-c2ccccc2)c(=O)[nH]c1=O
10. CC1CCC[C@H](O)CCCCCc2cc(O)cc(O)c2C(=O)O1 (stereo partly drawn)

assay / compound	1	2	3	4	5	6	7	8	9	10
Hep lipid drop	nt	-22	-5	-11	-9	-1	nt	nt	nt	-2&-5
Hep lipid drop cells 6.5 µM	nt	662	815	584	683	590	nt	nt	nt	672&715
CSM14.1 death rescue	nt	0.1%	nt	-2.1%	nt	2.6%	-0.2%	-0.6%	-1.8%	5.4%&14%
XIAP antagonists	nt	-2.8%	nt	-0.4%	nt	-13%	-2.4%	-10%	-1.8%	-5.5%&-5.4%
NOD2 inhibition	-1%	-4%	-19%	13%	-7%	11%	0%	7%	-17%	2%&-13%
AID2073	3%	47%	8%	-8%	-7%	1%	34%	15%	-2%	10%&-3%
P. falciparum M17LAP	nt	-185%	nt	4%	-9%	6%	5%	24%	-11%	1%&3%
SIAH1 antagonists	-1%	11%	-1%	3%	3%	-7%	6%	0%	0%	7%&-3%
LYP inhibition	-9%	-82%	-5%	-7%	2%	-4%	-2%	-1%	3%	-7%&1%
M1AAP inhibition	nt	7.2µM*	nt	2%	1%	8%	7%	13%	2%	1%&13%

# Already shown: 2 of the compounds above.
9. CCN(CC)CCCN=C(C)c1c(O)n(-c2ccccc2)c(=O)[nH]c1=O
10. CC1CCC[C@H](O)CCCCCc2cc(O)cc(O)c2C(=O)O1 (stereo partly drawn)

assay / compound	9	10
Hep lipid drop	nt	-2&-5
Hep lipid drop cells 6.5 µM	nt	672&715
CSM14.1 death rescue	-1.8%	5.4%&14%
XIAP antagonists	-1.8%	-5.5%&-5.4%
NOD2 inhibition	-17%	2%&-13%
AID2073	-2%	10%&-3%
P. falciparum M17LAP	-11%	1%&3%
SIAH1 antagonists	0%	7%&-3%
LYP inhibition	3%	-7%&1%
M1AAP inhibition	2%	1%&13%

# (list continues)
11. CN(C(=O)c1ccco1)C1(c2ccccc2Cl)CCCCC1=O (stereo not drawn)
12. COc1cc(C)cc(CN2CC=C(c3ccccc3)CC2)c1O
13. CN1CCc2c([nH]c3ccccc23)C1
14. CCOC(=O)c1cn2nc(OP(=S)(OCC)OCC)cc2nc1C
15. COC(=O)c1c(C)[nH]c(C(=O)C(C)[N+]23CCN(CC2)CC3)c1C (stereo not drawn)
16. O=c1cccc2n1CC1CC2CN(S(=O)(=O)c2ccccc2)C1 (stereo not drawn)
17. Cc1ccc(C)c(NC2=NCCCS2)c1
18. c1ccc(P(c2ccccn2)c2ccccn2)cc1
19. CCOP(=O)(OCC)C1(O)C(=O)Nc2ccccc21 (stereo not drawn)
20. O=c1[nH]c(=O)n(-c2ccc(Cl)cc2)c(O)c1C=NCCN1CCCCC1

assay / compound	11	12	13	14	15	16	17	18	19	20
Hep lipid drop	nt	15	-7	nt	2	nt	-6	14	-4	7
Hep lipid drop cells 6.5 µM	nt	668	724	nt	690	nt	701	707	532	741
CSM14.1 death rescue	-0.2%	-0.5%	-0.1%	4.2%	0.9%	-0.8%	-2.4%	-2.8%	3.2%	0.2%
XIAP antagonists	-2.6%	-1.3%	-1.0%	-19%	-5.2%	-3.2%	-1.2%	-8.8%	-11%	8.0%
NOD2 inhibition	5%	-2%	12%	4%	0%	-8%	8%	34%	8%	8%
AID2073	0%	-14%	9%	-3%	5%	0%	19%	6%	11%	10%
P. falciparum M17LAP	-2%	-4%	2%	14%	0%	0%	4%	5%	25%	1%
SIAH1 antagonists	3%	-6%	-6%	0%	3%	1%	6%	0%	3%	9%
LYP inhibition	-6%	0%	-10%	1%	-4%	2%	-2%	-5%	-6%	-3%
M1AAP inhibition	3%	2%	3%	4%	-2%	5%	-2%	2%	3%	5%

21. CN1CCN(Cc2ccc3ccccc3c2)CC1
22. Cn1c(O)c(C=Nc2cccc(C(F)(F)F)c2)c(=O)n(C)c1=O
23. COc1cc(C=C2C(=O)NC(=O)NC2=O)ccc1O
24. CCCn1c(C(=O)c2ccccc2OC)nc2ccccc21
25. Cc1ccc(Cn2nc(C(=O)Nc3ccc(Br)cc3)cc2C)cc1
26. Cc1nccc2c1[nH]c1ccccc12
27. CCCCn1c(NS(=O)(=O)c2ccc(C)cc2)c(C(=O)OCC)c2nc3ccccc3nc21
28. CC1=CC(=C2C(=O)NC(=S)NC2=O)C=C(C(F)(F)F)N1CCc1ccccc1
29. COC(=O)C1=Nc2ccccc2/C1=C\c1c(O)n(C)c(=O)n(C)c1=O
30. COc1cc(CC2(CCc3ccncc3)C(=O)N(C)C(=O)N(C)C2=O)cc(OC)c1OC

assay / compound	21	22	23	24	25	26	27	28	29	30
Hep lipid drop	26	nt	-10	-14	10	7	-1	0	16	21
Hep lipid drop cells 6.5 µM	796	nt	709	647	405	637	546	658	728	740
CSM14.1 death rescue	nt	nt	nt	3.8%	nt	nt	-0.8%	0.9%	nt	0.3%
XIAP antagonists	nt	nt	nt	1.4%	nt	nt	0.6%	-1.6%	nt	-13%
NOD2 inhibition	-18%	11%	5%	-10%	10%	35%	15%	-44%	16%	-4%
AID2073	12%	8%	34%	-3%	12%	13%	3%	19%	25%	9%
P. falciparum M17LAP	nt	nt	19%	3%	nt	nt	8%	-1%	27%	21%
SIAH1 antagonists	2%	-4%	4%	3%	-5%	-1%	35%	-1%	5%	-3%
LYP inhibition	-5%	-6%	-4%	-3%	9%	-10%	-3%	-7%	1%	3%
M1AAP inhibition	nt	nt	5%	-1%	nt	nt	1%	7%	6%	5%

31. COC(=O)Cn1cc(/C=C2\C(=O)NC(=O)N(c3ccccc3)C2=O)c2ccccc21
32. CC(C)CCOP(N)(=O)Oc1ccccc1Cl (stereo not drawn)
33. O=C(O)C1=CC2c3ccccc3C1c1ccccc12
34. O=C1NC(=O)N(Cc2ccco2)C(=O)/C1=C/c1cccn1CCOc1ccccc1Cl
35. COC(=O)C(O)(c1ccc(N(C)C(=O)c2cccs2)cc1)C(F)(F)F (stereo not drawn)
36. O=C(Cc1ccccc1)N1CCN(C/C=C/c2ccccc2)CC1
37. Cn1c(O)c(C(=NCCN2CCCCC2)c2ccccc2Cl)c(=O)n(C)c1=O
38. O=[N+]([O-])c1ccccc1CNCCc1ccc(F)cc1
39. O=c1[nH]c(=O)n(Cc2ccccc2)c(O)c1/C=C1\C=Nc2ccccc21
40. CC1=C2C(=O)C3C(CC=C4CC(OC5OC(O)C(O)C(O)C5CO)CCC43C)C2CCC12OC1CC(C)CNC1C2C (stereo not drawn)

assay / compound	31	32	33	34	35	36	37	38	39	40
Hep lipid drop	-2	-40	-1	-9	5	nt	nt	-8	16	-1
Hep lipid drop cells 6.5 µM	788	785	805	593	667	nt	nt	679	698	714
CSM14.1 death rescue	nt	nt	nt	1.0%	-1.2%	0.6%	0.4%	-3.9%	-2.8%	nt
XIAP antagonists	nt	nt	nt	-9.4%	-6.1%	-0.1%	-1.0%	-5.7%	-22%	nt
NOD2 inhibition	3%	12%	-12%	-32%	-8%	6%	5%	-24%	12%	-6%
AID2073	28%	4%	7%	-2%	12%	2%	7%	-14%	11%	-3%
P. falciparum M17LAP	nt	nt	nt	23%	0%	8%	5%	-8%	-6%	-12%
SIAH1 antagonists	8%	2%	0%	-2%	1%	3%	0%	-5%	-4%	18%
LYP inhibition	-2%	-2%	-3%	11%	0%	-7%	-7%	-8%	4%	-4%
M1AAP inhibition	nt	nt	nt	8%	5%	0%	2%	-3%	5%	4%

41. O=C1NC(=O)[C@]2(Cc3ccccc3N3CCN(c4ccccc4)CC32)C(=O)N1Cc1ccccc1 (stereo partly drawn)
42. CCc1cc(=O)oc2c(C)c(OCC(=O)N3C[C@H]4C[C@@H](C3)c3cccc(=O)n3C4)ccc12
43. CN(C)C1=C(C#N)C(c2ccccc2)=NP(N(C)C)(N(C)C)=N1
44. CC(=O)Nc1ccc(N=Cc2c(O)n(Cc3ccco3)c(=O)[nH]c2=O)cc1
45. CN1C(=O)C(Cc2ccc3c(c2)OCO3)C(=O)N(C)C1=O
46. CCCCn1c(=O)c(C(=O)Nc2ncccc2C)c(O)c2ccccc21
47. COc1ccc(CCNC2CCCCC2)cc1OC
48. CCOP(=O)(OCC)C(O)c1ccc(OC)c(OC)c1 (stereo not drawn)
49. CC(=O)N1CCC(N2CCCC(C(=O)c3cccc(Cl)c3)C2)CC1 (stereo not drawn)
50. COc1ccc(CC2(CCc3ccncc3)C(=O)NC(=O)NC2=O)cc1
51. CCn1c(O)c(N=Nc2ccc(S(=O)(=O)N3CCOCC3)cc2)c(=O)n(CC)c1=S

assay / compound	41	42	43	44	45	46	47	48	49	50	51
Hep lipid drop	nt	2	nt	0	1	6	-15	nt	-4	3	1
Hep lipid drop cells 6.5 µM	nt	817	nt	719	741	777	579	nt	537	605	681
CSM14.1 death rescue	-1.5%	nt	-0.8%	nt	0.1%	nt	-1.8%	-1.8%	-0.6%	-1.2%	nt
XIAP antagonists	-1.9%	nt	-5.2%	nt	-10%	nt	-5.3%	1.5%	-2.6%	-4.5%	nt
NOD2 inhibition	-26%	23%	-5%	9%	-18%	9%	-17%	9%	1%	5%	42%
AID2073	24%	-1%	-1%	13%	-2%	6%	-4%	0%	7%	5%	-1%
P. falciparum M17LAP	-8%	nt	-11%	18%	-4%	nt	-4%	-3%	10%	-8%	2%
SIAH1 antagonists	-3%	0%	2%	22%	-6%	4%	10%	6%	-2%	8%	3%
LYP inhibition	1%	-7%	-9%	-2%	5%	-3%	-6%	-12%	-2%	-6%	6%
M1AAP inhibition	10%	nt	-3%	14%	0%	nt	6%	7%	-5%	0%	3%

# Ordered by molar mass (smallest number first): some entries from above
47. COc1ccc(CCNC2CCCCC2)cc1OC
46. CCCCn1c(=O)c(C(=O)Nc2ncccc2C)c(O)c2ccccc21
44. CC(=O)Nc1ccc(N=Cc2c(O)n(Cc3ccco3)c(=O)[nH]c2=O)cc1

assay / compound	47	46	44
Hep lipid drop	-15	6	0
Hep lipid drop cells 6.5 µM	579	777	719
CSM14.1 death rescue	-1.8%	nt	nt
XIAP antagonists	-5.3%	nt	nt
NOD2 inhibition	-17%	9%	9%
AID2073	-4%	6%	13%
P. falciparum M17LAP	-4%	nt	18%
SIAH1 antagonists	10%	4%	22%
LYP inhibition	-6%	-3%	-2%
M1AAP inhibition	6%	nt	14%

# From PubChem
